# Source: PubChem
# HTR1A agonist: agonists of human 5-HT1a serotonin receptor; CHO 5-HT1a Ga15 NFAT-bla reporter, FRET ratio; 0% basal, 100% maximal reference agonist; hit rate 0.56% among 65,000; AID 567; P08908; activation, % at 10 µM;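 active = activation above the screen-wide mean activation plus 3 SD, cut at about 19% in these data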;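 note: 0% = DMSO wells and 100% = 5-CT at EC100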
# Abs 340nm: compound absorbs light at 340 nm. compound absorbance at 340 nm, fold over control. fold change at 10 µM. 65,000 tested, under 10 active;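 active = at 10 µM dose, initial 340 nm absorbance at least 2 fold that of control wells; inactive = change under 2 fold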;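 note: initial absorbance extrapolated from kinetic A340 decline of NADH oxidation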
# MMP13 inh: blocks human MMP13 activity. AID 570. MMP-13 fTHP FRET cleavage, Mca fluorescence. inhibition, % at 4 µM. hit rate 0.07% among 65,000;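 active = inhibition above the mean of compound-free control plate wells plus 3 SD, cut at about 14% in these data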;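 note: 0% = DMSO wells and 100% = wells with reference MMP-13 inhibitor after basal subtraction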
# 5-HT1A blocker: antagonists of human 5-HT1a serotonin receptor | AID 612 | CHO 5-HT1a Ga15 NFAT-bla reporter, antagonist mode | hit rate 0.68% among 62,000 | inhibition, % at 10 µM;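 active = inhibition above the mean of all tested compounds plus 3 SD, cut at about 43% in these data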;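 note: receptor stimulated by 5-CT agonist at 100 nM near EC80; beta-lactamase reporter measured by ratiometric fluorescence of a cleavable substrate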
# SF1 activator: activators of human nuclear receptor SF-1. Q13285. CHO-K1 Gal4-SF-1 LBD luciferase reporter; % increase over DMSO SF-1-specific signal. activation, % at 10 µM. hit rate 1.9% among 65,000;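 active = activation above the mean activation of all tested compounds plus 3 SD, cut at about 50% in these data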
# Target sequence (Q13285 whole entry, looked up, the tested form may be a part): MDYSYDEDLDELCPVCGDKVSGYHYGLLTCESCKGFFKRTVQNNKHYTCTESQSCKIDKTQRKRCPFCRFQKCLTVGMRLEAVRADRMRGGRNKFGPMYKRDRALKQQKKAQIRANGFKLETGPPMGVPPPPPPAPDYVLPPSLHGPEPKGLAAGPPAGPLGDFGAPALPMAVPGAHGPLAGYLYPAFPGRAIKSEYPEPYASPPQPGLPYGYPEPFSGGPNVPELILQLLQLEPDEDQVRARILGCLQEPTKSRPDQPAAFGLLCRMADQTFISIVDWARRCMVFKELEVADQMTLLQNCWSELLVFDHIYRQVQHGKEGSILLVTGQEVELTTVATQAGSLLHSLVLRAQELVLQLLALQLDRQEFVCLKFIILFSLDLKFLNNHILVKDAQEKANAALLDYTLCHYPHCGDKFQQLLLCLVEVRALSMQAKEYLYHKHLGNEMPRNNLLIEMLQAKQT
#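 Material: Transient Gal4-SF-1 LBD reporter, CHO-K1 | Input: 4,000 cells/well | Dosing: One dose, 10 µM compound, 1% DMSO | Incubation: 20 h compound treatment, 37 °C | Detection: SteadyLite luciferase luminescence | Evaluation: Percent activation relative to DMSO median and mock-transfected background | Benchmarks: DMSO-treated SF-1-transfected cells as negative, DMSO-treated mock-transfected cells lacking SF-1 as background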
# NADH enzymes: inhibitors of enzymes used to reach an NAD/NADH endpoint | coupled PK/LDH NADH assays, four targets | IC50, µM (top dose mostly 10 µM), without a hit: at the highest dose inhibition | hit rate 0.02% among 65,000;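 active = single-dose screening hits from any of four coupled enzyme assays that gave an IC50 when retested across doses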;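 note: the DPM-DC format reads NADH fluorescence rather than 340 nm absorbance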
# TNAP act mid DEA: human TNAP activation, intermediate phosphate acceptor. P05186. purified TNAP, CDP-star luminescence, 100 mM DEA, 30 min; active compounds read high; scale: 0 levamisole-inhibited, 1 vehicle-only enzyme. activation factor at 20 µM. 64,000 tested, under 10 active. AID 813;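 active = activation factor of at least 2 at 20 µM, relative to controls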
# Autofluor 339: intrinsic fluorescence of library compounds, ex339/em460 – biochemical, MLSMR library, data from DPM-DC assay, artefact control, profiling panel. compound autofluorescence, ex339/em460 nm, NADH buffer; active compounds read high; 1 = no-compound wells, NADH background. fluorescence fold increase at 10 µM. hit rate 5.5% among 65,000;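 active = at 10 µM, mean starting fluorescence two-fold or more over control wells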;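 note: signal is the first read of a kinetic run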
# RORA act: RORA (human) activation | P35398 | CHO-K1 Gal4-RORA LBD luciferase reporter, luminescence; percent increase over mock-subtracted basal signal | activation, % at 10 µM | hit rate 1.5% among 65,000;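 active = activation above the mean of all tested compounds plus 3 SD, cut at about 49% in these data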;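 note: 0% = DMSO-treated RORA cells and 100% = added signal equal to DMSO minus mock-transfected cells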
# Target sequence (P35398 whole entry, looked up, the tested form may be a part): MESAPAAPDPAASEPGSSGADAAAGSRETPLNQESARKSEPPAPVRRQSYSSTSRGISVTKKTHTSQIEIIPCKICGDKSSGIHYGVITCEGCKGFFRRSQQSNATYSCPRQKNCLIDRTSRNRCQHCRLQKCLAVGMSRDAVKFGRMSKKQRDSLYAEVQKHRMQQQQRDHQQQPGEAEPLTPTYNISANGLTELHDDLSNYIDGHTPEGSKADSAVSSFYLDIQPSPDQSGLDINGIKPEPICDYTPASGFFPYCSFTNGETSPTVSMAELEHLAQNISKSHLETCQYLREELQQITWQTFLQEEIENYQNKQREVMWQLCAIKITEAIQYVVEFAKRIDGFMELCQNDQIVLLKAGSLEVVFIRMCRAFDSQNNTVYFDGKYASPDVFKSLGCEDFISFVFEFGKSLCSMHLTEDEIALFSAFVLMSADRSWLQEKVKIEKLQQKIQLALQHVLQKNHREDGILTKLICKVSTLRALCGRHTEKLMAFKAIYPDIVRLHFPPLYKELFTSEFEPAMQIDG
# * = called active by the depositor; nt = not tested or not shown; [ ] = dose if it differs, or a comment.
Compound,HTR1A agonist,Abs 340nm,MMP13 inh,5-HT1A blocker,SF1 activator,NADH enzymes,TNAP act mid DEA,Autofluor 339,RORA act
CCCCCOc1ccc(C(=O)NCC(=O)NCC(=O)OCC)cc1,-1.2,1.02,2.9,nt,22.1,2.0%,0.9,1.07,4.1
CCOC(=O)CSc1cc(C)nc(N)n1,-0.6,1.06,2.1,-5.8,1.6,4.0%,1,1.09,5.8
COc1cccc(-n2c(SCC(N)=O)nnc2-c2ccncc2)c1,-1.7,1.02,-0.4,-1.2,-1.7,6.0%,1,1.04,8.0
Cc1cc(C)n(C(=O)c2ccc(C)c(S(=O)(=O)N3CCCC3)c2)n1,-3.9,1.02,5.5,-2.5,-3.8,8.0%,1,1.05,-8.9
O=C(CSc1nnc(-c2ccco2)o1)N1CCOCC1,-0.4,0.97,-0.6,-9.7,-1.5,6.0%,1,1.17,18.6
COc1ccc(S(=O)(=O)Nc2cc(C)ccc2OC)cc1C,-0.2,0.99,8.3,8.6,30.7,3.0%,1,1.11,1.0
CN(C)c1ccc(CNn2cnnc2)cc1,1.5,1.01,-2.9,14.3,-12.3,2.0%,0.9,1.05,-10.1
COCCNC(=O)c1nn(-c2cc(OC)cc(OC)c2)c(=O)c2ccccc12,-0.5,1,-1.8,3.3,-3.0,4.0%,0.9,1.1,-14.9
Cc1nnc(Sc2nc3ccccc3o2)c2ccccc12,-2.4,1.06,-2.6,26.2,-25.5,9.0%,0.9,1.09,-45.3
Cc1ccc2nc(CSc3nnc(Cc4cccs4)n3C3CCCCC3)cc(=O)n2c1,2.3,1.1,-2.3,-2.2,-1.6,8.0%,1,1.38,21.0
COC(=O)c1ccc(CSc2ncn[nH]2)o1,0.0,1.02,-1.3,-8.1,-9.4,10.0%,0.9,1.06,2.9
CC(C)(C)C(=O)Oc1cc(N)n(S(=O)(=O)c2ccccc2)n1,-3.7,1.01,-0.8,4.8,-22.9,1.0%,1,1.02,-12.2
COC(=O)c1ccccc1NC(=O)c1cc(OC)cc(OC)c1,-1.7,1.07,0.8,11.7,-19.8,3.0%,0.9,1.13,-16.3
CC(=O)N(CCP(=O)(c1ccccc1)c1ccccc1)Cc1ccco1,0.2,1.02,2.3,-7.9,-10.2,2.0%,0.9,1.07,-6.4
Cn1c(=O)c(C(=O)CN2CCCc3ccccc32)c(N)n(Cc2ccccc2)c1=O,-3.0,1,-2.7,22.1,25.0,3.0%,0.9,0.98,-16.7
CCOc1ccc(-n2c(Cc3cc(=O)[nH]c(=O)[nH]3)nnc2SC(C)C(=O)OC)cc1 (configuration not stated),-3.2,1.04,-9.5,9.4,-3.7,4.0%,0.9,1.07,-18.0
Oc1ccccc1C(=S)N1CCCCCC1,-1.0,1.06,-1.8,-6.0,7.8,5.0%,1,1.06,-9.8
CN(C1CCCCC1)S(=O)(=O)c1ccc(S(=O)(=O)N2CCCC2)cc1,-2.4,1,2.6,3.9,-8.6,1.0%,0.9,1.04,-3.4
O=C1c2oc3ccc(Cl)cc3c(=O)c2C(c2ccco2)N1CCN1CCOCC1 (configuration not stated),-0.3,1.08,-8.7,-6.5,8.5,2.0%,1,1.2,-15.4
COC(=O)C1C(=O)c2c(n[nH]c2C)CC1(C)C (configuration not stated),-0.6,1.03,-1.1,5.1,-8.4,3.0%,0.8,1.1,-25.0
CCN(CC)CCN1C(=O)C(=O)/C(=C(/O)c2ccc(C)cc2)C1c1ccncc1 (configuration not stated),-3.0,1.03,0.2,4.4,16.9,3.0%,0.9,1.07,-9.9
CCn1cc(C(=O)OCC(=O)Nc2c(C)n(C)n(-c3ccccc3)c2=O)c(=O)c2ccc(C)nc21,-5.1,1.08,2.2,10.2,1.9,7.0%,1,1.17,-10.2
CSc1nc(C)c(C(=O)Nc2ccccc2)c(C)c1C#N,-4.4,0.99,-4.3,11.4,-3.1,3.0%,0.9,1.03,-13.1
COc1ccc2nc(NC(=O)c3cccc(OCc4c(C)noc4C)c3)sc2c1,-1.4,1.03,-28.2[fluorescence artefact?],1.6,35.8,6.0%[fluoresces],0.9,4*,86.2*
CCOC(=O)c1cccnc1SC(CC)C(=O)N1CCOCC1 (configuration not stated),-1.8,1,0.8,3.4,-14.6,7.0%,0.9,1.08,-3.6
Cn1c(=O)c2c(nc(CN3CCN(c4ccccc4F)CC3)n2CCCc2ccccc2)n(C)c1=O,0.8,1.01,4.2,-1.2,3.7,5.0%,nt,1.11,-15.1
COc1ccccc1N1CCN(C(=O)c2ccncc2)CC1,-3.5,1,-4.0,-3.5,-4.7,3.0%,0.9,1,5.8
O=C(COc1ccc2c(c1)OCO2)NC12CC3CC(CC(C3)C1)C2,-0.6,0.99,1.4,6.3,-2.0,3.0%,0.9,1.01,17.1
CN(C)C(=O)Nc1ccc(F)cc1F,6.9,1.03,-16.4,-2.5,-13.9,1.0%,0.9,1.14,-12.0
Cc1ccc(CN2C(=O)/C(=C3\SC(N4CCOCC4)=NC3=O)c3cc(Br)ccc32)cc1,-2.9,1.07,3.3,-1.8,-2.9,4.0%,0.9,1.01,16.8

# Two entries picked at random from the list so far, as already listed:
Compound,HTR1A agonist,Abs 340nm,MMP13 inh,5-HT1A blocker,SF1 activator,NADH enzymes,TNAP act mid DEA,Autofluor 339,RORA act
Cc1cc(C)n(C(=O)c2ccc(C)c(S(=O)(=O)N3CCCC3)c2)n1,-3.9,1.02,5.5,-2.5,-3.8,8.0%,1,1.05,-8.9
CSc1nc(C)c(C(=O)Nc2ccccc2)c(C)c1C#N,-4.4,0.99,-4.3,11.4,-3.1,3.0%,0.9,1.03,-13.1

# The list goes on.
Compound,HTR1A agonist,Abs 340nm,MMP13 inh,5-HT1A blocker,SF1 activator,NADH enzymes,TNAP act mid DEA,Autofluor 339,RORA act
CC(=O)CCC(=O)NCCc1ccccc1F,0.7,1.04,-4.1,-10.1,-23.1,6.0%,1,1,-3.8
Cc1nnc(SCC(=O)Nc2nsc(-c3ccccc3)n2)s1,-2.2,1.07,-1.1,8.6,2.9,17.0%,0.9,1.1,4.3
Cc1cc2c(cc1C)C(=O)NC(C)(C)C2,1.5,1,4.0,17.4,-17.7,1.0%,0.8,1.07,-18.2
CS(=O)(=O)Nc1ccc(C(=O)NCCSCc2ccco2)cc1,0.4,1.06,-0.9,2.7,-2.8,3.0%,0.9,1.11,8.5
Cc1ccccc1CN1C2=NCCN2c2ccccc21,-2.2,1.03,3.5,16.4,4.2,6.0%,0.9,1.01,-21.0
CCOc1cc(CO)ccc1OCC(=O)N1CCCCC1,-3.0,0.98,4.2,7.2,-1.0,10.0%,0.9,1.04,-10.0
O=C(c1noc2c1CCCC2)N1CCN(c2ccccc2)CC1,-2.6,0.99,6.0,4.8,9.3,7.0%,0.9,1.14,-12.8
Cc1cc(C)n2nc(SCn3nnc4ccccc4c3=O)nc2n1,1.1,1,-2.0,0.4,4.7,7.0%,1,1.04,9.3
CC(C)(C)n1ncc2c(=O)n(CC(=O)Nc3ccc4c(c3)OCCO4)cnc21,-4.4,0.98,3.4,-1.0,11.7,8.0%,1,0.87,11.0
Cn1c(SCC(=O)N2c3ccccc3Sc3ccc(Cl)cc32)nnc1-c1ccco1,0.4,1.01,3.8,6.0,-6.3,4.0%,0.9,1.1,-6.9
Cc1ccc(S(=O)(=O)C2(C(=O)NC3CCCC3)CC2)cc1,-2.0,0.98,2.1,-6.5,4.3,4.0%,0.9,1.04,-17.9
Nc1c(NCCN2CCOCC2)c2ccccc2oc1=O,-1.0,1.01,-1.1,-5.5,-9.6,14.0%,0.9,1.26,5.8
Cc1cc(=O)oc2cc(OCC(O)CN3CCN(c4ccc(F)cc4)CC3)ccc12 (configuration not stated),0.5,1.02,-14.6,16.6,-12.5,10.0%,0.9,1.57,-2.2
CCOC(=O)C1CCN(c2nc3cc(OC)ccc3cc2C#N)CC1,2.8,0.99,-30.1,-25.5,-25.4,9.0%,0.9,2.09*,4.5
Cc1c(C(=O)NCC2CCCO2)sc2nc(-c3ccccc3)cn12 (configuration not stated),-4.5,1.04,3.4,8.9,9.0,15.0%,1,1.02,26.5
CCOC(=O)/C(C#N)=C1\Nc2ccccc2N=C1N(CC(C)C)CC(C)C,0.4,0.99,3.1,nt,-18.7,3.0%,0.7,1.08,-19.4
O=C(NCc1ccc2c(c1)OCO2)C1CCN(c2ccc(S(=O)(=O)N3CCCC3)cc2)CC1,2.6,1.04,3.2,-14.9,-22.5,2.0%,1,1.13,-21.4
FC(F)(F)c1ccc(N2CCN(c3ncnc4c3nnn4Cc3ccccc3)CC2)nc1,-2.5,0.94,-9.5,2.9,3.7,2.0%,0.9,1.2,-8.2
O=c1[nH]c2ccccc2nc1-c1cccs1,14.2,1.05,-189.5[fluorescence artefact?],-19.1,54.2*,6.0%[fluoresces],nt,4.89*,9.0
COc1ccc(N(CC(=O)NC2CCCC2)C(=O)CCC(=O)Nc2cc(C)on2)c(OC)c1,0.6,1.01,-3.2,-2.2,-3.9,5.0%,0.8,1.1,-11.1
O=C(CCCCCN1C(=O)CCC1=O)Nc1ccc2c(c1)OCCO2,-3.7,1.01,2.9,-16.3,-13.1,3.0%,0.9,1.16,-2.3
CC(=O)Nc1cccc(-c2nnc(SCC(=O)N3CCCCC3)n2C)c1,-1.8,1.04,5.2,-3.0,8.7,5.0%,0.9,1.07,1.2
CC1CCCC(C)N1C(=O)Cn1c(SCC(=O)Nc2ccc3c(c2)OCO3)nc2ccccc21 (configuration not stated),-1.3,0.98,-1.9,27.2,-7.7,6.0%,1,1.1,-26.1
Cc1c(Br)cc(C(=O)OC2CCN(C)CC2)c(C)c1C,0.1,1.05,-1.9,-9.0,-15.9,3.0%,0.9,1.12,-9.5
COc1ccccc1C(=O)n1nc(-c2ccco2)nc1N,-4.4,1.05,6.0,20.8,4.1,2.0%,1,1.06,-13.1
CCOC(=O)C1CCN(Cc2cn[nH]c2-c2ccccc2)CC1,-1.2,1.03,-21.1,-2.6,-4.9,10.0%[fluoresces],1,3.83*,-2.4
CC(C)NC(=O)c1cc(C(=O)c2cc(Cl)ccc2O)coc1=N,-1.6,1.06,-5.7,16.3,-1.5,5.0%,0.8,1.27,-3.3
O=C(C1CCC1)N1CCc2cc(S(=O)(=O)N3CCc4ccccc4C3)ccc21,-0.4,0.98,2.9,9.6,7.3,2.0%,0.9,1.05,1.5
CC(C)n1nnnc1SCC(=O)NCc1ccco1,-0.2,0.98,1.0,5.9,-10.8,5.0%,1,1.05,4.3
Fc1cccc(NCc2cn3ccccc3n2)c1,-1.8,1.01,-4.5,1.3,71.7*,2.0%,0.9,1.06,44.7

# In the list so far, three contain a cyano group.
Compound,HTR1A agonist,Abs 340nm,MMP13 inh,5-HT1A blocker,SF1 activator,NADH enzymes,TNAP act mid DEA,Autofluor 339,RORA act
CSc1nc(C)c(C(=O)Nc2ccccc2)c(C)c1C#N,-4.4,0.99,-4.3,11.4,-3.1,3.0%,0.9,1.03,-13.1
CCOC(=O)C1CCN(c2nc3cc(OC)ccc3cc2C#N)CC1,2.8,0.99,-30.1,-25.5,-25.4,9.0%,0.9,2.09*,4.5
CCOC(=O)/C(C#N)=C1\Nc2ccccc2N=C1N(CC(C)C)CC(C)C,0.4,0.99,3.1,nt,-18.7,3.0%,0.7,1.08,-19.4
